Bioassay records from PubChem BioAssay.
HT1080 IDH1KD tx: HT-1080 IDH1 knockdown cell toxicity (counter line); HT-1080 IDH1 knockdown viability, ATP luminescence, 48 h; AID 686971; Potency, µM (series often up to 46.1 µM), for the others: top-dose activity, negative = toxicity, usual class: cytotoxic; hit rate 2% among 360,000;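 further: potency means the concentration at half of the fitted maximal effect; 0% = DMSO wells and -100% = cell-free medium wells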
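IDH1KD HT-1080 cells, 750/well, RPMI + 5% FBS; compound pinned after 2 h settling; 48 h, 37 °C; CellTiter-Glo luminescence; % activity normalised to DMSO and no-cell wells; curves fitted, classed by r2 and efficacy.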
KB-V1 MDR tox: KB-V1 MDR subline cytotoxicity. KB-V1 MDR cells viability, CellTiter-Glo, 72 h. Potency, µM (highest dose often 46.1 µM), for inactives: at the top dose activity change, negative = cytotoxicity, hits mostly cytotoxic. hit rate 3.4% among 400,000; further: potency means the concentration at half of the fitted maximal effect; on the % scale 0 is the no-effect control and ±100 the full control effect; nearly all actives have a fitted effect of over 60% in size
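KB-V1 cells (P-gp-expressing MDR subline of KB-3-1) in phenol-red-free DMEM with 10% FBS were exposed to library compounds over a concentration series for 72 h at 37 degrees C. Viability read by CellTiter-Glo luminescence; concentration-effect curves fitted after normalization.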
D3 antag: D3 dopamine receptor (human) antagonism. D3R cells, DiscoveRx beta-arrestin luminescence, antagonist mode; active compounds read low. max response, negative = inhibition, %. hit rate 2.5% among 360,000; in the data active means max response below about -50%; inconclusive means no clear call, values can overlap the other calls; further: on the % scale 0 is the no-effect control and ±100 the full control effect; mostly tested at two doses, the higher about 12 µM
Target sequence (P35462 whole entry, looked up): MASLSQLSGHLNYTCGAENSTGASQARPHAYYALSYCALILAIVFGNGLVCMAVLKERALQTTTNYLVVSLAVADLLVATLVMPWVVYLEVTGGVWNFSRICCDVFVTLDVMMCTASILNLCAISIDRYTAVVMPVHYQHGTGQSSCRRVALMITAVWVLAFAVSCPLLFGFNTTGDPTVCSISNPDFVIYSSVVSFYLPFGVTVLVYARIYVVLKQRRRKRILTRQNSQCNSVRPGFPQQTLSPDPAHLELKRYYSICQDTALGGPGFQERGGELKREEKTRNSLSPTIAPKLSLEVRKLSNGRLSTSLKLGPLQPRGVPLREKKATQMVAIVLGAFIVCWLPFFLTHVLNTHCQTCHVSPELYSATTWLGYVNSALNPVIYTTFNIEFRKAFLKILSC
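Cells expressing the human receptor were seeded at 1500 cells/well, incubated overnight at 37 degrees C in 5% CO2, then exposed to library compounds with dopamine controls for 90 minutes at 37 degrees C before luminescent detection.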
IL1B secr inh: inhibitors of inflammasome signaling (IL-1 beta secretion); hit rate 4.7% among 360,000; THP-1 LPS/ATP IL-1B secretion, AlphaLISA, 16 h; active compounds read low; activity change, % at 57.5 µM; in the data active means activity change below about -50%; inconclusive means mostly about -30% to -49%; further: on the % scale 0 is the no-effect control and ±100 the full control effect
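Secreted IL-1B measured by AlphaLISA bead assay after 16 h compound exposure of THP-1 cells; compounds (final up to 57.5 uM) added 1 h before LPS (250 ng/mL) and ATP (1.25 mM) stimulation; lower signal means less secretion.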
SW480 rereplic: inducers of DNA re-replication in SW480 colon cancer cells | SW480 DNA re-replication, Hoechst DNA content imaging, 48 h | Potency, µM (doses to about 46.1 µM), for inactives: at the top dose re-replication activation, most hits filed as activators | hit rate 1.8% among 340,000 | AID 624297; further: potency means the concentration at half of the fitted maximal effect; % of control where 0% means no effect; nearly all actives have a fitted effect of over 55% in size
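250 cells/well; 23 nL cpd via pin tool; 48 hr, 37 C, 5% CO2; Hoechst 40 min; imager read of total nuclear intensity, ex 405/em 500-530 nm.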
D3 ag: agonists of human D3 dopamine receptor; D3R DiscoveRx beta-arrestin cells, luminescence, 90 min; max activation, %; hit rate 0.58% among 410,000; in the data active means max activation above about 30%; further: 0% is about no effect; mostly tested at two doses, the higher about 12 µM
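Agonist-mode cell screen: cells plated at 1500/well and incubated overnight at 37 °C, then exposed to library compounds for 90 min at 37 °C. Detection reagent was added for 30–60 min at room temperature, and luminescence was read.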
KB-3-1 tox: kills parental KB-3-1 adenocarcinoma cells; hit rate 1.4% among 400,000; Potency, µM (titrated, usually from 46.1 µM), inactives show top-dose activity change, negative = cytotoxic, most hits filed as cytotoxic; KB-3-1 viability, CellTiter-Glo ATP luminescence, 72 h; further: potency means the concentration at half of the fitted maximal effect; on the % scale 0 is the no-effect control and ±100 the full control effect; nearly all actives have a fitted effect of over 60% in size
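Cytotoxicity in the drug-sensitive parental line KB-3-1 was scored as loss of CellTiter-Glo luminescence following 72 h incubation with compound. Values come from curve fitting of normalized concentration-response data.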
GLP1R ag: agonists of human GLP-1 receptor | P43220 | HEK293 GLP-1R CRE-luciferase, luminescence, 4-6 h; cells express a hypersensitive GLP-1R form | Potency, µM (highest dose often 45.6 µM), for inactives: at the highest dose activation, hits mostly activators | hit rate 0.007% among 380,000; further: potency means the concentration at half of the fitted maximal effect; % of control where 0% means no effect
Target sequence (P43220 whole entry, looked up): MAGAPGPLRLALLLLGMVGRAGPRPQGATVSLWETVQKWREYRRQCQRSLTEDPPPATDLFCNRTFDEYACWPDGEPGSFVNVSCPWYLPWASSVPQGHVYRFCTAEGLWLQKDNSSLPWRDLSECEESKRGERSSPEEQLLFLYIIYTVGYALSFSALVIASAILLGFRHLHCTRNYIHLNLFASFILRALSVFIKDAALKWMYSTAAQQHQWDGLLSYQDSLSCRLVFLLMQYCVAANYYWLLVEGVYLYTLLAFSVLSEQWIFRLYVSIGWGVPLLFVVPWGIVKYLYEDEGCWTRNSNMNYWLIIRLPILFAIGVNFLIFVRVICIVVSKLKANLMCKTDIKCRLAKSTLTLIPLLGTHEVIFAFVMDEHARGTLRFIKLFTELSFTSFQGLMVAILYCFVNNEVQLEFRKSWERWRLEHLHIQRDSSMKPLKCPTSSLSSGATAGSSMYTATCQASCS
HT1080NT lethal: kills 2HG-producing HT-1080-NT fibrosarcoma cells. AID 686970. Potency, µM (series often up to 46.1 µM), inactives show top-dose activity, negative = less viability, usual class: cytotoxic. HT-1080-NT fibrosarcoma viability, CellTiter-Glo ATP luminescence, 48 h. hit rate 1.6% among 360,000;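 further: NT is the 2HG producing partner of a matched IDH1 knockdown line; potency means the concentration at half of the fitted maximal effect; 0% = DMSO-treated cells and -100% = media-only wells without cells; nearly all actives have a fitted effect of over 55% in size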
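Compounds were tested in concentration-response format on HT-1080-NT cells for 48 hours at 37 degrees C. Cell viability came from CellTiter-Glo luminescence; curves were classified by r2, response magnitude and activity.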
* hit, by the source's call; ? = inconclusive; . = not tested or not shown. Unless noted, the call rests on the fitted dose curve; in most records, active means well fitted curve in the direction sought with a large enough effect; inconclusive means small, poorly fitted or top-dose-only effect, or another doubt; inactive means no such curve, though single readings can be large; an effect the other way counts as inactive or inconclusive.

SMILES	HT1080 IDH1KD tx	KB-V1 MDR tox	D3 antag	IL1B secr inh	SW480 rereplic	D3 ag	KB-3-1 tox	GLP1R ag	HT1080NT lethal
C[C@H](NC(=O)[C@H]1N2C(=O)c3ccccc3C2SC1(C)C)C(=O)NCC1CCCO1 (some centres not stated)	9%	0%	10	0	-27%	-6	-2%	-3%	17%
O=C1N(Cc2cccnc2)C[C@@H]2C[C@@H](c3cccc(C(F)(F)F)c3)N3CCC[C@@]123	0%	-22%	1	-9	-6%	1	-7%	4%	1%
COC(=O)Nc1ccc(S(=O)(=O)N2CCN(C)CC2)cc1	15%	21%	-3	14	-3%	3	6%	-14%	17%
CS(=O)(=O)c1ccc(-c2sc3ccccc3c2C(=O)N2CCN(c3ccc(F)cc3)CC2)cc1	12%	0%	-9	-9	3%	14	-1%	22%	4%
Cc1ccc(C(=O)c2coc3ccc(O)c(CN4CCN(C)CC4)c23)cc1	-18%	-27%	?	-54*	?	-3	-6%	1%	-6%
NS(=O)(=O)c1ccc(NC(=S)Nc2ccc(C(=O)N3CCCCC3)cc2)cc1	8%	27%	5	26	-8%	10	12%	16%	2%
Cc1ccc(CN2CCNC(=O)C2CC(=O)N(C)C2CCCCC2)cc1 (configuration not stated)	0%	13%	-7	-3	-4%	0	12%	10%	3%
C=C/C(C)=C/CC1C(=C)CCC2C(C)(C(=O)O)CCCC12C (configuration not stated)	4%	16%	22	9	-10%	4	-2%	0%	-4%
Cc1ccc(SCCNC(=S)Nc2cc(C)cc(C)c2)cc1	-7%	-7%	41	-3	-1%	-8	1%	1%	-6%
COc1ccc(O[C@@H]2O[C@H](COC(C)=O)[C@@H](OC(C)=O)[C@H](OC(C)=O)[C@H]2NC(C)=O)cc1	2%	5%	1	13	-10%	4	3%	0%	5%
Fc1ccc(Cn2nnnc2CN2CCN(C3CCCCC3)CC2)cc1	-2%	?	3	-5	1%	4	5%	-4%	8%
O=C(CCNC(=O)c1ccco1)Nc1ccc(Cl)cc1F	14%	18%	-1	-4	-5%	7	1%	7%	11%
O=C(/C=C/c1ccco1)Oc1cc(Br)cc(/C=N/NC(=O)c2ccccc2O)c1	1.8µM*	?	7	56	0.73µM*	4	?	-14%	?
CC(=O)NC(Cc1ccc(F)cc1)C(=O)NC1CCN(C(=O)NCc2ccccc2)CC1 (configuration not stated)	11%	0%	21	14	?	-5	2%	-3%	-2%
CS(=O)(=O)Cc1ccc(C(=O)NCC2(N3CCCCC3)CCCCC2)cc1	-1%	4%	-5	-5	1%	-1	3%	1%	-2%

Grouped by structure: those above with nitrogen in an aromatic ring.
SMILES	HT1080 IDH1KD tx	KB-V1 MDR tox	D3 antag	IL1B secr inh	SW480 rereplic	D3 ag	KB-3-1 tox	GLP1R ag	HT1080NT lethal
O=C1N(Cc2cccnc2)C[C@@H]2C[C@@H](c3cccc(C(F)(F)F)c3)N3CCC[C@@]123	0%	-22%	1	-9	-6%	1	-7%	4%	1%
Fc1ccc(Cn2nnnc2CN2CCN(C3CCCCC3)CC2)cc1	-2%	?	3	-5	1%	4	5%	-4%	8%

More compounds
SMILES	HT1080 IDH1KD tx	KB-V1 MDR tox	D3 antag	IL1B secr inh	SW480 rereplic	D3 ag	KB-3-1 tox	GLP1R ag	HT1080NT lethal
O=C(Cc1ccccc1)Nc1c(C(=O)N2CCN(c3ccc(F)cc3)CC2)oc2ccccc12	.	12µM*	.	.	.	-6	-3%	7%	.
O=C(Nc1ccccc1Oc1cccnc1)C1CCCN(Cc2cccc(Cl)c2)C1 (configuration not stated)	-5%	-9%	-10	-9	-17%	-3	-6%	8%	-12%
O=C(CN1C(=O)CSc2ccc(S(=O)(=O)N3CCCCC3)cc21)NCc1ccccc1	4%	-25%	-6	-12	1%	2	14%	3%	0%
Cc1ccc(CS(=O)(=O)CCC(=O)NCc2ccc(F)cc2)cc1	6%	-9%	0	-5	1%	23	20%	-4%	0%
Cc1ccnc2nc(C(=O)OCC(=O)N(Cc3ccccc3)C(C)C)nn12	4%	?	5	-6	-4%	1	5%	-2%	7%
COc1cc(C2C(C(=O)C(C)(C)C)=C(O)C(=O)N2Cc2ccccc2)ccc1O (configuration not stated)	1%	0%	4	19	-12%	1	-6%	-3%	6%
O=C(COC(=O)c1cc(-c2cccs2)nc2ccccc12)NCc1ccco1	9%	2%	2	-6	-18%	0	-4%	5%	8%
CCOC(=O)c1nn(-c2ccc(Cl)cc2)cc1O	8%	2%	-10	?	6%	-3	11%	8%	5%
CCOc1ccccc1N1CCN(C(=O)c2cc3c(C)cc(C)cc3[nH]2)CC1	?	23µM*	5	?	21µM*	13	18µM*	5%	?
COc1cc(OC)cc(C(=O)Nc2cccc(N3CCCC3)c2)c1	-3%	-20%	12	-4	?	-21	1%	7%	-1%
CC(C)(C)C(=O)Nc1nnc(SCC(=O)NCc2cccs2)s1	16%	-1%	-22	17	-2%	2	14%	-6%	14%
Cc1nc2ccc(NC(=O)c3cccs3)cc2s1	-13%	-28%	1	0	0%	2	2%	7%	-3%
Cc1ccsc1-c1nc(CN(C)C(C2CC2)C2CC2)c(C)o1	-14%	-5%	-19	-9	-4%	-5	-4%	15%	-13%
O=C(Nc1cc2c(cc1Br)OCCO2)c1cccs1	-12%	3%	-3	15	-2%	3	13%	-9%	-10%
O=C(O)CSCC(=O)NCc1csc2ccc(Cl)cc12	11%	?	14	11	-24%	-12	15%	0%	18%
Cc1cc(Cl)ccc1OCC(=O)NCCCCc1ccccc1	11%	7%	94	-27	-2%	-3	-2%	21%	0%
CCCCOc1[nH]c2nc(-c3ccco3)n(Cc3ccco3)c(=N)c2c1C#N	12%	?	?	-82*	10%	-2	-3%	2%	8%
O=c1cccccc1NN=C1CCCCCC1	11%	17%	8	-1	0%	0	-4%	0%	16%
COc1ccc(CNC(=O)CCNS(=O)(=O)c2cc(Br)cnc2N)cc1	1%	18%	8	29	?	3	4%	-1%	28%
Nc1cc(N)nc(SCC(=O)NCCC2=CCCCC2)n1	6%	?	-13	-8	-9%	-3	11%	-4%	1%
Cc1[nH]n(-c2ccccc2)c(=O)c1C(c1ccc(C(=O)O)cc1)c1c(C)[nH]n(-c2ccccc2)c1=O	4%	7%	-9	-1	-6%	-11	-2%	-3%	0%
Cc1c(C)[n+](=O)c(-c2ccco2)c(C)n1[O-]	10%	-7%	2	9	-1%	0	-2%	11%	9%
Cc1ccc(C(=O)Nc2ccc(S(=O)(=O)N3CCOCC3)cc2)cc1C	-8%	30%	-3	-1	-20%	7	?	7%	-11%
Cc1cccc(OCC(=O)NNC(=O)CCN2CCN(c3ccccc3)CC2)c1C	0%	-1%	-83*	5	-8%	-9	3%	1%	7%
COc1cc(C(=O)NNC(=O)CN2C(=O)NC(C)(c3ccc(C)cc3)C2=O)cc(OC)c1OC (configuration not stated)	-5%	3%	-15	7	-4%	2	13%	0%	0%
O=C(Cn1cnc2cc([N+](=O)[O-])ccc2c1=O)Nc1ccccc1-c1ccccc1	0%	?	-3	0	11%	4	-5%	-4%	0%
COc1cc(OC)cc(C(=O)Nc2c(C)nn(-c3ccccc3)c2C)c1	-6%	-3%	0	-5	1%	4	-2%	2%	-3%
CCn1cnnc1SCC(=O)c1c(N)n(C2CC2)c(=O)[nH]c1=O	-8%	-1%	-3	-10	-8%	0	-5%	-5%	1%
O=C(Nc1ccc(Cl)cc1C(=O)NCc1cccnc1)c1ccc(Cl)cc1Cl	?	?	0	0	?	-5	21µM*	8%	?
Cc1nn(C)c(Cl)c1CN1CCN(C2CCCC2)C(CCO)C1 (configuration not stated)	5%	9%	-5	14	-4%	-14	1%	-5%	4%
CCOc1nc2cnccc2n(CC(=O)Nc2cccc(C)c2C)c1=O	3%	1%	-19	15	-5%	-3	1%	-2%	1%
O=C(N/N=C/c1ccc(F)c(F)c1)c1cccc(S(=O)(=O)N2CCCCC2)c1	8%	0%	-2	21	-6%	6	6%	5%	15%
COc1ccc(C2C3=C(CCCC3=O)Nc3nc(SCc4ccccc4)nn32)cc1OC (configuration not stated)	-10%	?	8	-7	4%	2	?	-4%	0%
Cc1cnc(C(=O)OCC(=O)c2cc(C)n(CCc3ccc(F)cc3)c2C)cn1	10%	15%	-26	4	.	0	0%	-3%	2%
CCOC(=O)c1ccc(NC(=O)CCc2ccc(CC)o2)cc1	0%	-9%	22	-5	?	0	-1%	0%	1%
Cc1cccc(-c2ncc(CN3CCCC(CO)(Cc4cccc(Cl)c4)C3)cn2)c1 (configuration not stated)	0%	?	4	19	-8%	1	15%	-1%	-15%
Cc1ccc(NC(=O)c2ncn(CCCN3CCN(Cc4cccc5ccccc45)CC3)n2)cc1C	?	-8%	27	-52*	-5%	-56	0%	-1%	?
CCN(CC)S(=O)(=O)c1csc(C(=O)NC2CCCCC2)c1	-2%	-13%	-24	3	-1%	-1	5%	-5%	7%
Cc1c(C(=O)Nc2ccc3c(c2)OCO3)sc2nc(-c3ccccc3)cn12	7%	-29%	20	-4	3%	-3	0%	10%	-2%
Cn1nnnc1SCC(=O)Nc1ccc(Cl)cn1	10%	3%	3	-3	1%	-6	23%	1%	19%
CCC(=O)N1Cc2cc(C(=O)NCc3cccc(F)c3)nc(-c3cccc(C4=CCCC4)c3)c2[C@H]1CCO	-25%	5%	-9	?	.	-4	?	12%	-26%
CCOC(=O)N1CCC(N2CCCC(C(=O)c3cc(C)c(OC)c(C)c3)C2)CC1 (configuration not stated)	2%	0%	-9	-11	0%	-15	-4%	12%	3%
Nc1c(N(CCCO)C(=O)C2CCCCC2)c(=O)[nH]c(=O)n1Cc1ccccc1	0%	1%	3	-7	2%	2	17%	-7%	3%

Some values from the results shown:
In HT1080 IDH1KD tx, CCOC(=O)c1ccc(NC(=O)CCc2ccc(CC)o2)cc1 has the entry 0%
In KB-3-1 tox, Cc1cnc(C(=O)OCC(=O)c2cc(C)n(CCc3ccc(F)cc3)c2C)cn1 has the entry 0%
